RmlCD inh mix – RmlC and RmlD coupled enzyme inhibitors, primary screen, biochemical, 384-well, compound mixtures, retest; AID 1532, 2009; RmlC/RmlD coupled enzyme inhibition, 384-well mixture HTS; 0.39% of 110,000 active; inhibition, % at 5.5 µM; in the data active = inhibition above about 30%, passing the limit was not always enough; note: strong numbers were not always called active
HIV RNase H inh – HIV-1 RT RNase H inhibitors, primary screen, biochemical, fluorescence; 1.9% of 65,000 active; inhibition, % at 10 µM; AID 565, 2006; RT-RNase H RNA/DNA duplex cleavage; in the data active = inhibition above about 50%
Numbers without * were called inactive; nt = no result given.

SMILES	RmlCD inh mix	HIV RNase H inh
COc1cccc(Oc2c(C)oc3c(CN4CCOCC4)c(O)ccc3c2=O)c1	nt	-12
CCN(CCCNC(=O)COc1cc(=O)n(C)c2ccccc12)c1ccccc1	14	-35
CCN1CCN(c2ncc(C(=O)Nc3c(F)cc(F)cc3Br)c3ccccc23)CC1	40	-1
Cc1ccc(N(CC(=O)N/N=C/c2cc(C)n(-c3ccccc3)c2C)S(C)(=O)=O)c(C)c1	-40	nt
N/C(=N\OC(=O)CC1CCCCC1)c1cccnc1	8	nt
O=C1C2CCCN2C(c2cccc(Cl)c2)N1c1ccccn1 (centres undefined)	-9	-22
O/N=C/c1cc(Br)ccc1OCc1ccccc1F	-8	nt
CCOC(=O)/C(C#N)=C/C1=C(N2CCCC2)CC(C)(C)OC1	11	nt
CCN(c1ccccc1)S(=O)(=O)c1ccc(C(=O)Nc2nnc(COC)o2)cc1	1	4
O=C(Cc1c(F)c(F)c(F)c(F)c1F)OC12CC3CC(C1)C(=O)C(C3)C2	nt	-7
CC(C(=O)NCc1ccccn1)N1C(=O)c2ccccc2C1=O (centres undefined)	7	-41
COc1ccc(-c2nnc(SCC(=O)Nc3sc4c(c3C#N)CCCC4)n2-c2ccccc2)cc1	-14	nt
COCCNC(=O)c1cc(Br)ccc1Cl	33	-9
O=C(N/N=C/c1ccc(OCCCF)cc1)c1cc(OCC(F)(F)F)ccc1OCC(F)(F)F	7	nt
CCn1c(CCNC(=O)c2ccc(Cl)cc2)n[nH]c1=S	-6	nt
Cc1cc(C)n(-c2ncnc3c2oc2ccccc23)n1	nt	-15
CC(C)(C)NCC(=O)c1c[nH]c2ccccc12	nt	0
COc1ccc(OC)c(C(=O)COC(=O)c2cc(C)oc2C)c1	2	-25
Nn1c(SCC(=O)Nc2ccc(F)cc2)nnc1-c1ccccn1	4	-11
Cc1occc1-c1nnc(SCc2nc3ccccc3c(=O)n2CC#N)n1C	-11	3
O=C(N/N=C/c1c(Cl)cccc1Cl)c1cccc(F)c1	13	nt
C=C(C)C1Cc2nc(N)nc(C)c2C1 (centres undefined)	-12	-6
CCN(CC)CCCN(Cc1cc2cc(OC)ccc2[nH]c1=O)C(=O)Nc1ccccc1	nt	-3
COC(Cc1nnc(SC)n1-c1ccccc1)OC	15	nt
O=C(Cn1ncc2ccsc2c1=O)N1CCC2(CC1)OCCO2	10	-10
O=C(CSc1ncc(-c2ccc(F)cc2)[nH]1)N1CCCCC1	-2	2
O=C1C=C(NCc2ccc(Cl)c(Cl)c2)C2(CCCCC2)O1	-15	nt
CC(C)Cn1c(-c2cccs2)nc2nc3ccccc3nc21	-4	-44
Cc1ccc2c(COC(=O)c3n[nH]c4ccccc34)cc(=O)oc2c1	-10	-4
Nc1cc(=O)[nH]c(SCC(=O)Nc2ccc(S(=O)(=O)N3CCOCC3)cc2)n1	-9	nt
CC(=O)OC1C2CCC1C(N1CCCC1)CC2 (centres undefined)	-3	nt
Cc1ccc(CN2CCNC(=O)C2CC(=O)O)cc1 (centres undefined)	-8	-5
COCCNc1ncnc2nc[nH]c12	-5	3
CN(CCCNC(=O)C1CCCN(S(=O)(=O)c2cnc[nH]2)C1)c1ccccc1 (centres undefined)	1	-5
Cn1cc(/C(Cc2ccccc2)=N\O)c2ccccc21	-9	-75
CCOC(=O)c1[nH]c(C)c(C(=O)c2ccc(C)cc2)c1C	8	nt
Cc1nc(CCNC(=O)Cc2ccc(F)cc2)cs1	-10	nt
COc1ccc2c(c1)c1ncnc(N3CCN(Cc4ccc5c(c4)OCO5)CC3)c1n2C	-25	-25
O=c1[nH]c(Nc2ccccc2)cc2cc(Br)ccc12	-8	nt
COC(=O)CNC(=O)C1Nc2ccc(OC(F)(F)F)cc2C2C=CCC12 (centres undefined)	7	nt
Cc1cccc(OCC(=O)N2CCC(N3CCCCCC3)CC2)c1	9	5
COC(=O)[C@@]1(Cc2ccc(OC)cc2)[C@H]2c3cc(C(=O)N(C)C)n(CCSCCO)c3C[C@H]2CN1C(=O)c1ccccc1	-16	nt
COc1cc(C2NC(=O)NC(C)=C2C(=O)OC2CCCC(C)C2)ccc1O (centres undefined)	-7	-14
COc1ccc(OCC(=O)Nc2cccc(OC)c2)cc1	8	-7
CSc1nc(C)cc(SC(C(C)=O)C(=O)Nc2ccccc2)n1 (centres undefined)	-8	nt
COC(=O)C1=C(C)N=C2SC(C#N)=C(N)N2C1c1ccc(OC)cc1 (centres undefined)	-8	nt
COc1c(O)ccc2c1CN1CCc3cc4c(cc3C1C2)OCO4 (centres undefined)	5	nt
NC(=O)C1(N2CCCCC2)CCN(CC(=O)Nc2ccccc2-c2ccccc2)CC1	-12	1

The last two entries of the section above lead into the next:
SMILES	RmlCD inh mix	HIV RNase H inh
COc1c(O)ccc2c1CN1CCc3cc4c(cc3C1C2)OCO4 (centres undefined)	5	nt
NC(=O)C1(N2CCCCC2)CCN(CC(=O)Nc2ccccc2-c2ccccc2)CC1	-12	1
CC(C)OC(=O)c1cccc(C(=O)Oc2ccccc2)n1	-8	nt
CCc1cc2c(=O)n(Cc3ccco3)c(SCc3c(C)noc3C)nc2s1	-3	-18
Cn1nnnc1Sc1nc(-c2cccnc2)nc2ccccc12	nt	-48
O=C1C(Cl)=C(NCC2CCCO2)C(=O)N1C1CCCCC1 (centres undefined)	-12	8
C[C@H]1CCC[C@]2(O[C@H](CCO)C[C@@H](O)[C@@H]2O)O1	5	nt
CCOc1ccc(OCCN2C(=O)NC(Cc3c[nH]c4ccccc34)C2=O)cc1 (centres undefined)	-7	nt
N#Cc1c(-c2ccccc2)ccn(Cc2ccc(Cl)cc2)c1=O	10	nt
CCn1nc(C)c(NC(=O)CCCSc2nc(-c3ccco3)cc(C(F)(F)F)n2)c1C	10	-2
CC1Cc2ccccc2N1C(=O)C1CCN(S(=O)(=O)c2cccs2)CC1 (centres undefined)	-11	-5
Cc1ccc2c(c1)NC(C(C)(C)C)CO2 (centres undefined)	-8	nt
O=c1cc(CN2CCOCC2)c2c(ccc3ccccc32)o1	7	-16
COc1ccc(N2C3=C(CC4=C2CCCC4=O)C(=O)CCC3)cc1	15	nt
COc1ccccc1CNC(=O)CCCOc1cc(=O)n(C)c2ccccc12	7	nt
Nc1ccccc1C(=O)N(Cc1ccccc1)Cc1ccccc1	102	nt
CCOC(=O)N1CCC(NC(=O)Cn2cc3c(n2)CCCC3)CC1	-13	-6
O=C(c1cc(-c2ccccc2Cl)on1)N1CCN(C(=O)c2ccco2)CC1	8	nt
COc1ccc(CN(Cc2cc3cc4c(cc3[nH]c2=O)OCO4)C(=O)NC2CCCCC2)cc1	3	0
CCOc1ccc(-n2c(=O)[nH]cc(C(=O)N3CCc4ccccc43)c2=O)cc1	-14	-18
COc1ccc2c(C)cc(SCC#N)nc2c1	-7	-23
CCOC(=O)c1c(C)n(C)c2ccc(O)c(CN3CCC(C)CC3)c12	-6	-3
CCOC(=O)COn1c(=O)c[n+]([O-])c2ccccc21	-10	-2
Cc1csc(NC(=O)Cc2nn(C)c(=O)c3ccccc23)n1	-12	11
Fc1ccc(C2=CCN(C(c3cccs3)c3nnnn3CCc3ccccc3)CC2)cc1 (centres undefined)	1	nt
Cc1cc(C)c(C)c(OCCCn2ccnc2)c1	11	nt
Cc1c(C(=O)NCC2CCCO2)oc2ccc(S(=O)(=O)N3CCCC3)cc12 (centres undefined)	4	5
Cc1ccsc1C(=O)OCC(=O)NCc1ccc2c(c1)OCO2	10	-11
Cn1c(NCc2cc(Br)ccc2O)nc2ccccc21	9	-3
CSc1ncccc1C(=O)OCC(=O)NC(N)=O	1	nt
NC(=O)CSc1nc(N)c2c3c(sc2n1)CCCCC3	5	-3
O=S(=O)(Cc1ccccc1)N1CCN(Cc2ccc3c(c2)OCO3)CC1	-7	-22
COc1ccc(C(c2nnnn2Cc2ccccc2)N2CCN(C(=O)c3ccco3)CC2)cc1OC (centres undefined)	11	-14
CCNc1nc(Cl)nc(NCc2ccccc2)n1	-3	nt
CCOC(=O)[C@@H]1[C@H]2COc3ccc(Br)cc3[C@@H]2N2C(=O)N(c3ccc(Cl)cc3)C(=O)[C@]12C	-9	nt
CCOC(=O)C1CCCN(C(=O)CCNS(=O)(=O)c2ccc3c(c2)CCC(=O)N3)C1 (centres undefined)	-15	-20
CC1=Nc2ccccc2/C1=C\c1nc(-c2ccccc2)oc1O	10	nt
COCCN(C(=O)c1csnn1)C(C(=O)NC1CCCCC1)c1sccc1C (centres undefined)	-10	3
CN1C(=O)NC(c2ccccc2)C2=C1CN(CCc1ccccc1)C2=O (centres undefined)	8	nt
COC(=O)c1ccc(C)c(NS(=O)(=O)c2ccc(OC)c(OC)c2)c1	-3	nt
CCn1cnc2c1c(=O)n(Cc1nnc3n1-c1ccccc1SC3)c(=O)n2Cc1ccccc1	nt	0
O=C(O)CC(NC(=O)COc1ccc(Cl)cc1Cl)C(=O)O (centres undefined)	7	-14
CC(=O)Nc1ccccc1-c1nc2ccccc2nc1OCC(=O)c1ccc2ccccc2c1	4	nt
Cc1ccc(NC(=O)Cn2c(C)cc(C)c(C#N)c2=O)c(Cl)c1	6	-5
CCOC(=O)c1nnn(-c2nonc2N)c1CSc1ccccc1	5	nt
C=CCSc1nc2c(c(=O)[nH]c(=O)n2C)n1C/C=C(/C)Cl	-6	-16
O=C(NCc1ccco1)c1ccc(COc2ccccc2Cl)cc1	-11	nt
COCCCN1Cc2ccccc2C1=N	22	nt
CCNc1nnc(-c2ccccc2OC)s1	nt	-12
CCOC(=O)N1CCN(S(=O)(=O)c2ccc(C)c(C)c2C)CC1	73	0
COc1cccc(Nc2nc(-c3cccc(N4C(=O)c5ccccc5C4=O)c3)cs2)c1	29	nt
CS(=O)(=O)N(CC(=O)N1CCc2ccccc2C1)c1ccc2c(c1)OCO2	7	-14
O=C1C2C(C(=O)N1c1ccc3c(c1)OCO3)C1C=CC2C12CC2 (centres undefined)	5	-3
N/C(=N\OC(=O)Oc1ccccc1)c1ccc(Br)cc1	0	nt
CCOC(=O)n1c(=O)oc2cc(S(=O)(=O)N3CCOCC3)ccc21	9	0
O=C1CC2(CCOCC2)Oc2ccc3ccccc3c21	6	nt
COC(=O)c1ccsc1NC(=O)c1ccc2c(c1)OCCO2	15	0
COC(=O)c1[nH]c2ccc(C)cc2c1NS(=O)(=O)c1ccc(F)c(C)c1	nt	-25
Cn1nnc2c(sc3nc(N4CCOCC4)c4c(c32)CCCC4)c1=O	-9	-11
CS(=O)(=O)N(CC(=O)Nc1ccc(Cl)c(Cl)c1)C1CCCCC1	3	nt
CCC(NS(=O)(=O)c1c(C)[nH]c(=O)[nH]c1=O)C12CC3CC(CC(C3)C1)C2 (centres undefined)	16	8
Cc1cc(NC(=O)CSc2nnnn2C2CCCC2)no1	3	1

Sorted by SMILES length (descending): 6 of the compounds above
SMILES	RmlCD inh mix	HIV RNase H inh
CCC(NS(=O)(=O)c1c(C)[nH]c(=O)[nH]c1=O)C12CC3CC(CC(C3)C1)C2 (centres undefined)	16	8
COc1cccc(Nc2nc(-c3cccc(N4C(=O)c5ccccc5C4=O)c3)cs2)c1	29	nt
O=C1C2C(C(=O)N1c1ccc3c(c1)OCO3)C1C=CC2C12CC2 (centres undefined)	5	-3
COC(=O)c1ccsc1NC(=O)c1ccc2c(c1)OCCO2	15	0
N/C(=N\OC(=O)Oc1ccccc1)c1ccc(Br)cc1	0	nt
O=C1CC2(CCOCC2)Oc2ccc3ccccc3c21	6	nt

The results go on.
SMILES	RmlCD inh mix	HIV RNase H inh
CCOC(=O)N1CCC(NC(=O)C2CCCN(C(=O)N3CCOc4ccccc43)C2)CC1 (centres undefined)	2	-8
CCCS(=O)(=O)N1CCC(C(=O)NCCN(C)Cc2ccccc2)CC1	16	-18
CCOc1ccc2c(c1)sc(=NC(=O)C1CC1)n2C	1	-20
CC(=O)Nc1nc(-c2ccc(Br)s2)cs1	11	26
CCOc1ccc(-n2nnnc2SCC(=O)c2ccccc2)cc1	4	13
COc1ccc(OCCCn2c(=O)oc3ccccc32)cc1	5	nt
CC1(C)SC(=S)N(Cc2ccc3c(c2)OCO3)C1N(O)C(=O)NC1CCCCC1 (centres undefined)	10	nt
COc1ccc(-c2cc(O)cc(O)c2)cc1	-7	-1
Cc1ccc(CCN2CC(C(=O)NCc3ccco3)CC2=O)cc1 (centres undefined)	6	-12
CCC(C(=O)Nc1ncn[nH]1)(C(F)(F)F)C(F)(F)F	10	4
CC1(C)COC(c2cc([N+](=O)[O-])ccc2Cl)=N1	5	nt
Cc1oc(-c2cccs2)nc1CS(=O)CC(=O)NCCCOC(C)C (centres undefined)	4	3

Structural class, those above containing a CF3 group.
SMILES	RmlCD inh mix	HIV RNase H inh
O=C(N/N=C/c1ccc(OCCCF)cc1)c1cc(OCC(F)(F)F)ccc1OCC(F)(F)F	7	nt
COC(=O)CNC(=O)C1Nc2ccc(OC(F)(F)F)cc2C2C=CCC12 (centres undefined)	7	nt
CCn1nc(C)c(NC(=O)CCCSc2nc(-c3ccco3)cc(C(F)(F)F)n2)c1C	10	-2
CCC(C(=O)Nc1ncn[nH]1)(C(F)(F)F)C(F)(F)F	10	4

(further entries)
SMILES	RmlCD inh mix	HIV RNase H inh
COc1ccc(Cc2nnc(SCC(=O)NCC3CCCO3)o2)cc1 (centres undefined)	11	-11
COc1ccccc1OCC(=O)Nc1cccc(C(=O)N2CCOCC2)c1	-6	-7
C=CCn1c(CCCOc2ccc(Cl)cc2Cl)nnc1SCC(=O)Nc1nccs1	0	nt
O=C(NCc1cccc(C(F)(F)F)c1)C1CCCN(c2ncccn2)C1 (centres undefined)	8	-7
CC(C)(C)C(=O)COC(=O)c1cccc(NC(=O)c2ccco2)c1	-9	-5
Cc1ccc(C)c(N2CCN(S(=O)(=O)c3ccc4c(c3)CCC(=O)N4)CC2)c1	5	-3
Cc1cc(C)n2nc(SCC(=O)N(C)C)nc2n1	-12	nt
O=C(c1ccccc1)C(Cn1cncn1)C(Sc1ccccc1)c1ccccc1 (centres undefined)	-6	nt
COc1ccc(NC(=S)NC(NC(=O)c2cccc(Cl)c2)C(Cl)(Cl)Cl)c([N+](=O)[O-])c1 (centres undefined)	-4	nt

Assay outcomes as filed in PubChem.

This is a subset (hit frequency here may not be typical).
